# RBX1-CUL1 inh = human ROC1-CUL1 E3 ligase inhibition; in vitro K48 di-Ub FRET, acceptor:donor ratio, 45 min; 140,000 compounds, 0.6% hits; inhibition, % at 10 µM; AID 1347404; P62877+Q13616; in the data active = inhibition above about 25%
# Target sequence (P62877 whole entry, looked up): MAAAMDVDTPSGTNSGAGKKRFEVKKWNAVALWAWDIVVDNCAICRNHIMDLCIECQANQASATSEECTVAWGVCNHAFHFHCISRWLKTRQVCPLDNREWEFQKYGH
# Target sequence (Q13616 whole entry, looked up): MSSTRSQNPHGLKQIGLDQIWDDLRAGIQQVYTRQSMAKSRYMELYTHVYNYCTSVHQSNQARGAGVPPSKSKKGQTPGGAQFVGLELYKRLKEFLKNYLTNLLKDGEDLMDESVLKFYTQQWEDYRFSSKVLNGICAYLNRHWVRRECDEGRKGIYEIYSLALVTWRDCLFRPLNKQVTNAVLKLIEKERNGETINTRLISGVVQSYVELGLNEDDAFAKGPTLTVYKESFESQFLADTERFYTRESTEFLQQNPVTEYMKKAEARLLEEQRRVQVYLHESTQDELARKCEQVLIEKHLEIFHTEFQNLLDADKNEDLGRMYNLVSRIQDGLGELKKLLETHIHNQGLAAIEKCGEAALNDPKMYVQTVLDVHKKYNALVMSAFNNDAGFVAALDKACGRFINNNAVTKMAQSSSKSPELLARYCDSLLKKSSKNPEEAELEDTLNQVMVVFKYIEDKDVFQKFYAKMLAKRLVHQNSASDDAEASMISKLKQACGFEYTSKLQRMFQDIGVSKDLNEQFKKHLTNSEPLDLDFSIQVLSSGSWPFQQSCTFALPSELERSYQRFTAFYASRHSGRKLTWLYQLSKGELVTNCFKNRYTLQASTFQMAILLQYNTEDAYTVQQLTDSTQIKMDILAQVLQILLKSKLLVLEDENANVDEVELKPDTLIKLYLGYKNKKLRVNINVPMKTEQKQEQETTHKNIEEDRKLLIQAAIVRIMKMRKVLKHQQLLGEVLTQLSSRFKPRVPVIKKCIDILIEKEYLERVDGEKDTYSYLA
# Starred values were filed as active, the others as inactive.
# The first 3 records (preview)
SMILES,RBX1-CUL1 inh
COc1ccc(OC)c(N(CC(=O)Nc2cccnc2)S(=O)(=O)c2ccc(OC)c(OC)c2)c1,2.7
O=S(=O)(Cc1cccc(Cl)c1)Nc1c(F)cccc1F,-5.7
CC1=NN(c2ccc(C)c(Cl)c2)C(=O)/C1=C\c1ccc(N2CCOCC2)cc1,-3.0

# Main list, from the start:
SMILES,RBX1-CUL1 inh
COc1ccc(OC)c(N(CC(=O)Nc2cccnc2)S(=O)(=O)c2ccc(OC)c(OC)c2)c1,2.7
O=S(=O)(Cc1cccc(Cl)c1)Nc1c(F)cccc1F,-5.7
CC1=NN(c2ccc(C)c(Cl)c2)C(=O)/C1=C\c1ccc(N2CCOCC2)cc1,-3.0
CCn1ccnc1CN(C)C(=O)c1cc(COc2ccc3c(c2)OCO3)[nH]n1,-3.8
CC(=O)c1cccc(NS(=O)(=O)c2ccc3c(c2)NC(=O)CC(=O)N3)c1,2.8
CCOc1ccc2nc(N3C(=O)C(=O)C(C(=O)c4cc5ccccc5o4)C3c3ccc(O)cc3)sc2c1 (configuration not stated),8.6
Cc1ccccc1C(=O)Nc1cccc(C(=O)OCc2cc(=O)n3c4c(sc3n2)CCCC4)c1,-7.8
COc1ccccc1OC(=O)CCc1ccccc1,-4.0
CC1(C)CC(=O)C2C(=Nc3ccccc3N(C(=O)c3ccccc3)C2c2ccc(-c3ccc([N+](=O)[O-])cc3Cl)o2)C1 (configuration not stated),0.6
Cn1cnc(S(=O)(=O)N2CCCC(C(=O)NCc3ccccc3Cl)C2)c1 (configuration not stated),-10.0
CCC(=O)c1ccc(-c2ccccc2)s1,-1.0
Cc1nc(Sc2c[nH]c3ccccc23)c2c3c(sc2n1)CCCC3,-1.8
Cc1cccc(NC(=O)CSc2nc3ccc(NC(=O)CSc4nc5sc6c(c5c(=O)n4-c4ccccc4)CCCC6)cc3s2)c1C,0.4
Cc1cc(-n2ncc(C#N)c2N)nc2ccccc12,-4.3
O=C(CSc1nc(-c2ccc(Cl)cc2)cs1)NNC(=S)Nc1ccc(Cl)cc1,-12.1
OC(c1ccccc1)c1oc2ccc(F)cc2c1-c1cnn(-c2ccccc2)c1 (configuration not stated),-7.8
CC(C)(C)OCC(NC(=O)OCc1ccccc1)C(=O)O (configuration not stated),2.2
CCc1ccc(N2C(=O)/C(=C/c3cccn3-c3ccccc3)C(=O)NC2=S)cc1,7.8
CCOC(=O)c1c(-c2ccc(Br)cc2)csc1NC(=O)c1ccc(C)o1,-12.1
Cc1ccc(-n2ncc(C(=O)N3CCCCC3)c2C2CCN(C(=O)OC(C)(C)C)CC2)c(C)c1,-8.6
CC1(C)Oc2ccccc2C(=O)C1Br (configuration not stated),10.2
COCc1noc2c1C(c1ccc(F)cc1)C(C#N)C(N)=N2 (configuration not stated),-1.7
C=C(C)CSc1nc(N)c2c3c(sc2n1)CN(Cc1ccccc1)CC3,-5.3
Cc1ccc(NC(=O)Cn2nnc(C(=O)NCCc3ccccc3)c2N)cc1,3.6
CCNC1(c2ccccc2)C(=O)c2ccccc2C1=O,8.1

# 7 entries from above, ordered by the value under RBX1-CUL1 inh, lowest first.
Structure | RBX1-CUL1 inh
CCOC(=O)c1c(-c2ccc(Br)cc2)csc1NC(=O)c1ccc(C)o1 | -12.1
C=C(C)CSc1nc(N)c2c3c(sc2n1)CN(Cc1ccccc1)CC3 | -5.3
Cc1cc(-n2ncc(C#N)c2N)nc2ccccc12 | -4.3
CCn1ccnc1CN(C)C(=O)c1cc(COc2ccc3c(c2)OCO3)[nH]n1 | -3.8
Cc1ccc(NC(=O)Cn2nnc(C(=O)NCCc3ccccc3)c2N)cc1 | 3.6
CCc1ccc(N2C(=O)/C(=C/c3cccn3-c3ccccc3)C(=O)NC2=S)cc1 | 7.8
CCNC1(c2ccccc2)C(=O)c2ccccc2C1=O | 8.1

# The listing picks up; the two compounds before the break are reprinted first.
SMILES,RBX1-CUL1 inh
Cc1ccc(NC(=O)Cn2nnc(C(=O)NCCc3ccccc3)c2N)cc1,3.6
CCNC1(c2ccccc2)C(=O)c2ccccc2C1=O,8.1
COc1ccccc1C(=O)NN=C1CCN(Cc2ccccc2)CC1,-8.5
CCCN1CC=C2C(C#N)C(=N)C(C#N)(C#N)[C@H](c3ccc(OCC(N)=O)cc3)[C@H]2C1 (some centres not stated),0.8
COc1cc(/C=C(\C#N)c2nc3ccccc3c(=O)[nH]2)cc(OC)c1OC,-10.0
COc1cc(Cl)cc2c(=O)c3ccccc3sc12,-2.5
N#C/C(=C\c1ccc([N+](=O)[O-])o1)c1nc(-c2ccc(F)cc2)cs1,-14.1
COc1ccc2c(c1)c(CC(=O)Nc1ccc(C(C)=O)cc1)c(C)n2C(=O)c1ccc(Cl)cc1,8.7
CN(C)CC/C=C(\c1ccccc1)c1cccc(C(F)(F)F)c1,4.4
Cc1cccc(N=C2CC(=O)OC(C)C2)c1 (configuration not stated),1.6
COc1ccc(S(=O)(=O)NCc2cccs2)cc1OC,4.1
Cc1cc(CN2CC[C@@H](N3CCOCC3)[C@H](O)C2)oc1C,-5.9
CCc1nc2sc3c(c2c(=O)n1NC(C)=O)CC(C)(C)OC3,0.9
COCC1CCCCN1C(=O)c1coc(COc2cccc(F)c2)n1 (configuration not stated),1.8
Cc1cc(-c2nc3ncccc3o2)ccc1NC(=O)c1ccc(Cl)cc1,10.9
CN(c1ccccc1)S(=O)(=O)c1ccc(NC(=O)Nc2cccc(Cl)c2)cc1,-0.9
CCc1ccc(N2CCCn3c2nc2c3c(=O)n(CCOC)c(=O)n2C)cc1,5.0
COc1ccc(CCNC(=O)CSc2nnc3c(n2)-c2cccc4cccc-3c24)cc1OC,6.3
CCOc1ccc(C(=O)Nc2ccc3oc(-c4ccc(CC)cc4)nc3c2)cc1[N+](=O)[O-],9.6
CCCN1C(=O)c2ccc(C(=O)Nc3ccc(Br)cc3C(=O)O)cc2C1=O,9.3
O=S(=O)(Cc1ccc(Br)cc1)NCc1ccncc1,1.3
CC1(C)CC(=O)c2c(nn(-c3ccccc3)c2-c2ccccn2)C1,3.1
COc1ccccc1Cc1nc2ccccc2nc1SCC(=O)NCc1ccccc1Cl,6.2
CC(C)(C)NC(=O)CSC1=NC(=N)C(c2ccccc2)C(=O)N1 (configuration not stated),-0.6
CCCC(=O)Nc1ccccc1O,-0.4
Cc1ccc(C)c(Nc2nn3c(=O)c4ccc(C(=O)N(C)Cc5ccccc5)cc4nc3s2)c1,-5.7
OCCCCNCc1cc(Br)ccc1OCc1ccccc1F,-3.8

# The listing continues.
SMILES,RBX1-CUL1 inh
Cc1oc2nc3c(c(=O)n(Cc4ccc(Cl)cc4)c(=O)n3C)n2c1C,6.1
Cc1cc(C(F)F)n2nc(C(=O)Nc3c(F)cc(F)cc3Br)nc2n1,-1.3
Cc1ccc(S(=O)(=O)C2(Cc3ccccc3)C=CCCC2)cc1 (configuration not stated),-2.9
Cc1cccc(-c2ccc(NC(=O)C3CCN(Cc4nccn4C)CC3)cc2)c1,-0.9
CC(=O)Nc1sc(C)cc1C#N,7.2
COc1ccc2c(c1)-c1c(ssc1=Nc1cc(Cl)cc(Cl)c1)C(C)(C)N2,5.1
Cc1nc2cc(NC(=O)NC3CCCCC3)ccc2o1,2.2
COC(=O)c1c(-c2ccc(Cl)cc2)csc1NC(=O)C(C)(C)Oc1ccc(Cl)cc1,-5.0
Cc1cccc(-n2c(SCc3ccc(Br)cc3)nc3sc4c(c3c2=O)CCCC4)c1,-10.1
O=C(c1ccccc1)c1ccc2nc(-c3ccc(F)cc3)c(-c3ccc(F)cc3)nc2c1,-4.2
CNc1cc(S(=O)(=O)NC(C)C)ccc1OC,2.9
Cc1ccc(C)c(S(=O)(=O)c2nnn3c2nc(N2CCCCC2)c2sccc23)c1,-5.2
COc1ccc(-c2cc(C(F)(F)F)n3nc(-c4ccc(Cl)cc4)cc3n2)cc1OC,-11.0
CC(C)(C)C1=C(Cl)C(=O)C(c2ccccc2)C(=O)N1c1ccc(F)cc1 (configuration not stated),1.6
Cc1ccccc1CN1C(=O)c2ccccc2S(=O)c2ccc(C(=O)NCc3ccco3)cc21 (configuration not stated),-1.9
NN(Cc1ccccc1)Cc1ccc(C(F)(F)F)cc1,-6.1
Cc1ccc(NC(=O)c2ccc(C(F)(F)F)cc2)cc1OC(=O)c1ccc(C(F)(F)F)cc1,0.1
COc1ccc(Cn2c(=O)[nH]c3cc(C(=O)N4CCN(c5cccc(OC)c5)CC4)ccc3c2=O)cc1,-3.3
COc1ccc(CCN2CCCC(CN(C)Cc3ccc(OC)cc3F)C2)cc1 (configuration not stated),0.6
CCOC(=O)c1cccc(NC(=O)C2Cc3ccccc3N2C(=O)c2ccccc2)c1 (configuration not stated),2.9
Cc1ccc(NCC(O)Cn2c3ccc(I)cc3c3cc(I)ccc32)c(C)c1 (configuration not stated),0.5
Cc1ncc2c(c1-c1noc(-c3ccc(O)cc3)n1)CCN(CC1CC1)C2,2.8
CN(C)CCCC1c2ccccc2CSc2sccc21 (configuration not stated),3.9
ONC1=Nc2cccc3cccc1c23,0.9
CC(C)(C)C(=O)NC(=S)Nc1cc(C(F)(F)F)ccc1N1CCOCC1,-3.0

# New compounds follow
SMILES,RBX1-CUL1 inh
COC(=O)CN1C(=O)C2(C3=C(CCCC3=O)OC(=N)C2C#N)c2ccccc21 (configuration not stated),1.9
COCCNC(=O)c1ccc(OC2CCN(C(=O)CSC)CC2)c(Cl)c1,10.9
CCOC(=O)Nc1ccc(S(=O)(=O)N2CCCCC2C)cc1 (configuration not stated),-0.3
O=C(COc1ccccc1)Nc1ccc(N2CCC(NC3C4CC5CC(C4)CC3C5)CC2)cc1 (configuration not stated),10.9
Cc1ccc(S(=O)(=O)c2cn(CC(=O)Nc3ccc(F)cc3)c3cc4c(cc3c2=O)OCO4)cc1,-4.6
O=C(CSc1ccccc1)Nc1cccc(C(=O)Nc2ccc(C(=O)O)cc2)c1,5.9
COc1cc2c(cc1OC)CN(C1CCCN(C(=O)CCSC)C1)CC2 (configuration not stated),4.2
O=C(c1ccc(Cl)cc1)n1nc(-c2ccccc2)nc1NCc1ccco1,9.7
Cc1cccn2c(=O)c3cc(C(=O)NCCc4ccc(S(N)(=O)=O)cc4)n(C)c3nc12,2.2
Cc1ccc2nc(N(Cc3cccnc3)C(=O)Cc3ccccc3)sc2c1,4.9
O=C(CN1C(=O)c2ccccc2C1=O)Nc1ccc2c(c1)OCO2,-0.9
Cc1cccc(N2CCN(C(=O)C3CCN(S(=O)(=O)Cc4ccccc4)CC3)CC2)c1C,-0.2
CC(C)COc1ccccc1NC(=O)c1ccco1,3.2
N#Cc1c(Nc2ccc(F)cc2)sc(C(=O)c2ccccc2)c1N,5.1
CCCc1cc(CNC(=O)c2ccc(N3CCC(OC)CC3)nc2)on1,-11.4
CCC1C(N2CCC(C(=O)Nc3ccccc3F)CC2)NS(=O)(=O)C1c1ccc(C)cc1 (configuration not stated),-0.1
COC(=O)c1c(-c2ccccc2)[nH]c(-c2ccc(Cl)cc2)c1C(=O)OC,-1.0
CCCCNC(=O)N1CCN(S(=O)(=O)c2ccc(F)cc2)CC1,-13.0
COc1ccc2cc(Br)ccc2c1CC(=O)Nc1ccccc1F,-7.0
Cc1ccc(C)c(Cn2c(C(C)NC(=O)c3ccccc3)nc3ccccc32)c1 (configuration not stated),6.0
CCN(CC)c1ccc(NC(=O)CCS(=O)(=O)c2cc3c(cc2Cl)NC(=O)CO3)c(C)c1,-11.0
CCOc1ccc(-c2nc(Cn3c(=O)cc(-c4ccccc4)c4c(C)nn(C)c43)c(C)o2)cc1OC,-1.2
Cc1csc(SCC(=O)N2CCc3c(cnc(C)c3CNC(=O)c3ccccc3F)C2)n1,-2.5
O=C(NCc1ccccn1)NC1CCCCC1,1.5
Cc1ccc2nc(CCC(C)C3CCC4C5CC[C@@H]6CC(O)CC[C@]6(C)C5C[C@H](O)[C@]34C)[nH]c2c1 (some centres not stated),-1.9

# Continuation:
SMILES,RBX1-CUL1 inh
Cc1ccc(N=C2C=C(C(C)(C)C)C(=O)C(C(C)(C)C)=C2)c(N)c1,-1.4
Cc1ccccc1NC(=O)c1c(NC(=O)c2ccccc2F)sc2c1CCC(C)C2 (configuration not stated),-4.1
Cc1nc2c(c(C)c1C#N)C(=O)c1ccccc1-2,7.1
CCCn1c(C)c(CC(=O)NC(C)CO)c2c1CC(C)(C)CC2=O (configuration not stated),-0.2
Cc1nc(N2CCCCC2)c2c3c(sc2n1)CCCC3,4.9
COc1ccc(NC(=O)CSc2nnc(-c3cccs3)n2C)cc1,11.7
COc1cccc(CCC2CCCN(C3CCSCC3)C2)c1 (configuration not stated),-0.3
O=C(Cn1nnc2ccccc21)NNC(=S)Nc1cccc(C(F)(F)F)c1,3.7
CCOC(=O)C1C=NC=C(C)C1=O (configuration not stated),-6.4
COc1ccccc1NC(=O)CSc1nc2ccccc2c(=O)n1-c1ccccc1,0.1
CCCSc1ncc(Cl)c(C(=O)Nc2c(C(=O)c3ccc(C)cc3)oc3ccccc23)n1,-5.2
CCCCNC(=O)Nc1ccc(C(N)=O)cn1,-4.6
COCC(C)NCc1cccc(Br)c1 (configuration not stated),1.9
O=C(c1ccccc1NCc1ccccc1O)N1CCOCC1,0.2
CSc1ccc(C2C3=C(CC(c4ccccc4)CC3=O)N=C(C)C2C(=O)Nc2ncccc2C)cc1 (configuration not stated),-6.2
CCOC(=O)C1(Cc2ccc(OC)cc2)CCN(C(=O)C(=O)c2ccccc2)CC1,4.4
Cc1ccc(C)c(NC(=O)c2sc3ncccc3c2N)c1,-5.8
CCN1C(=O)C2(OCCCO2)c2cccc(C)c21,13.0
C=NCC(OC)(c1ccccc1)c1ccccc1,6.6
Cc1ccc(S(=O)(=O)CC(=O)c2cc3ccccc3oc2=O)cc1,1.7
O=C1C=CC2C3C(=O)N(c4ccccc4)C(=O)C3C1N2c1ccccc1 (configuration not stated),6.2
CCOc1ccc(-c2cnc3n2CCCCC3)cc1,-2.3
c1ccc(OCCNC2CCCc3c2[nH]c2ccccc32)cc1 (configuration not stated),-1.6
Cn1c(=O)c2c(nc(Oc3ccc(C#N)cc3)n2Cc2ccc(Cl)cc2Cl)n(C)c1=O,-5.3
COc1ccc(CCNC(=O)c2cc(C)nc3c2c(C)nn3-c2ccc(C)cc2)cc1OC,1.0
CC(C)C1=NN2C(=N)/C(=C/c3ccccc3OCCOc3ccc(C(C)(C)C)cc3)C(=O)N=C2S1,0.6
C=C(C)CN(CC)C(=O)c1coc(COc2cccc3cnccc23)n1,5.6
Cc1ccc(-c2csc3nc(SC(F)F)n(-c4ccccc4)c(=O)c23)cc1,-4.6
Nc1cnccc1-n1nnc2ccccc21,-5.9

# This is a subset. The share of hits here may be higher or lower than overall.
